# Compound activity (PubChem BioAssay)
# L3MBTL1 inh: L3MBTL1 (human) inhibition; Potency, µM (top dose mostly 57.1 µM), without a hit: top-dose activity, negative = inhibition, most hits filed as inhibitors; AlphaScreen L3MBTL1–H3K9me1 peptide binding; Q9Y468; 230,000 compounds, 0.66% hits; note: nearly all actives have a fitted effect of over 60% in size
#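 L3MBTL1 (50 nM) pre-complexed 30 min with biotinylated H3(1-15)K9me1 peptide (75 nM), then compounds added for 30 min at room temperature; AlphaScreen streptavidin donor/nickel chelate acceptor beads (10 ug/mL final) read after 30 min dark incubation.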
# ALDH1A1 inh: ALDH1A1 (human) enzyme inhibition | P00352 | Purified ALDH1A1, NADH fluorescence, propionaldehyde substrate | Potency, µM (top dose mostly 75.3 µM), inactives show at the top dose activity, negative = inhibition, actives largely listed as inhibitors | 220,000 compounds, 7.3% hits | AID 1030; active = well fitted inhibition curve with a large enough effect, not every such curve was filed as active; inconclusive = small, poorly fitted or top-dose-only effect, or another doubt; inactive = no such curve, though single readings can be large or run the other way;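 note: plate controls were no enzyme wells and a reference inhibitor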
# TRb SRC2 PPI: disrupts binding of human TR beta to SRC2. P10828. TRbeta-SRC2 peptide binding, fluorescence polarization; receptor liganded with 1 µM T3. Potency, µM (titrated, usually from 106 µM), without a hit: at the highest dose activity change, negative = inhibition, usual class: inhibitors. 280,000 compounds, 0.065% hits. AID 1469;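 note: plate controls were bound peptide for no effect and peptide without receptor for full effect; nearly all actives have a fitted effect of over 50% in size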
# Target sequence (P10828 whole entry, looked up): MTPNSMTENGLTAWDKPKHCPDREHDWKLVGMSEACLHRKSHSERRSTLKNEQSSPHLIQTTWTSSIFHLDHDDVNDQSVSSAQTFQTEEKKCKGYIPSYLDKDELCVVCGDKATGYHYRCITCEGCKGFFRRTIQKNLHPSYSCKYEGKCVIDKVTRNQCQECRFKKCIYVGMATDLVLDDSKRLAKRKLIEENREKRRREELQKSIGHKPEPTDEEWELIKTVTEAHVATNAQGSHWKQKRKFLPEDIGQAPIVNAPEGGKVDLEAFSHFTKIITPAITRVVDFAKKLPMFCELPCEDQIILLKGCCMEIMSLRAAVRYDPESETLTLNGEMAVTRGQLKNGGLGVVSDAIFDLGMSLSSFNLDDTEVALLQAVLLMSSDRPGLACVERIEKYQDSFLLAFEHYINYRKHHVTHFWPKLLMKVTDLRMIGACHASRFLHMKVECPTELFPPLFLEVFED
#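 Human TRb LBD (0.6 uM) plus Texas Red-labeled SRC2 peptide (20 nM), 1uM T3, 5% DMSO, 5 hr at ambient temperature. Decreased polarization (555/632 nm) flags inhibition; data normalized to free and bound peptide controls.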
# Tau fluor counter: counter-screen for tau fibril formation inhibitors; tau K18 P301L Alexa594 fluorescence, heparin fibrillization; Potency, µM (titrated, usually from 57.7 µM), inactives show at the top dose activity change, negative = decrease; 280,000 compounds, 0.93% hits; note: nearly all actives have a fitted effect of over 55% in size
#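 Human tau K18 P301L (15 uM unlabeled, 0.24 uM Alexa 594-labeled) in 100 mM sodium acetate pH 7 with 20 uM heparin, 6 hr at 37 C. ThT 30 uM added, 1 hr ambient; Alexa 594 FP and total fluorescence read at 555/632 nm.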
# TR SRC2 fluor cs: alters Texas Red total fluorescence, flagging assay interference; Potency, µM (top dose mostly 106 µM), without a hit: at the highest dose fluorescence change, negative = quenching; AID 1479; TRb/SRC2 Texas Red total fluorescence interference; 280,000 compounds, 0.29% hits; active = well fitted curve in either direction with a large enough effect; inconclusive = small, poorly fitted or top-dose-only effect
#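 Human TRb ligand-binding domain at 0.6 uM with 20 nM Texas Red SRC2 peptide in Tris buffer containing 1 uM T3 and 5% DMSO, incubated with compound 5 h at ambient temperature. Total fluorescence (555/632 nm) calculated as parallel + 2 × perpendicular.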
# GLA spleen mod: inhibitors or activators of human alpha-galactosidase in spleen homogenate | P06280 | human spleen homogenate, 4MU-alpha-Gal fluorescence, 40 min | Potency, µM (highest dose often 80 µM), inactives show at the top dose activity change, negative = inhibition, hits mostly inhibitors | 240,000 compounds, 0.008% hits;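 note: 0% = enzyme with vehicle and -100% = no enzyme basal signal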
# Target sequence (P06280 32-429 limits assumed): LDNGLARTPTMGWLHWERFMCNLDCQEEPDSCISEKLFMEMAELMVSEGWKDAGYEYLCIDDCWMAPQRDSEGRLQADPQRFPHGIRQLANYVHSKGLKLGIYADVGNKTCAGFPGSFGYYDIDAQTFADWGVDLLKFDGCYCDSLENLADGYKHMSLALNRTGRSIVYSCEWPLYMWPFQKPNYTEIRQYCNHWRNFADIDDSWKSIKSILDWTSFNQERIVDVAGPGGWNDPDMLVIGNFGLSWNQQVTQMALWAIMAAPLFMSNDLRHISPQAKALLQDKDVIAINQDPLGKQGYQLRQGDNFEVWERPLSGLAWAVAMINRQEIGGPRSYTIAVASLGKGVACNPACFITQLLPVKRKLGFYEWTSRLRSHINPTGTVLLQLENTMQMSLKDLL
#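 qHTS titration in buffer at pH 5.0. Alpha-galactosidase activity in spleen homogenate was measured via 4-methylumbelliferone release from 1 mM fluorogenic substrate after 40 min at 37C and a pH 10 stop. AC50 came from Hill fits of control-normalized data.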
# Tau ThT inhib: tau fibrillization inhibition (ThT binding); 270,000 compounds, 2.1% hits; AID 1460; recombinant tau K18 P301L, heparin-induced fibrillization, ThT fluorescence; P10636; Potency, µM (highest dose often 57.4 µM), without a hit: top-dose activity, negative = inhibition, hits mostly inhibitors; note: nearly all actives have a fitted effect of over 55% in size
# Target sequence (P10636 561-689 P618L limits assumed): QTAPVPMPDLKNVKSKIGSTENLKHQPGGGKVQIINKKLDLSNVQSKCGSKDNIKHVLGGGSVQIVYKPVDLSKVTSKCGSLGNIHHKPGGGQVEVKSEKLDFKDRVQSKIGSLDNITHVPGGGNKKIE
#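 Fibril formation assay: tau K18 P301L at 15 uM with trace Alexa 594 label, heparin inducer 20 uM, pH 7 sodium acetate buffer, 37 C for 6 hr; endpoint ThT signal.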
# Tau fibril FP: tau fibrillization inhibition (FP). P10636. K18 P301L tau heparin fibrillization, Alexa594 FP, 6 h. Potency, µM (doses to about 57.7 µM), for inactives: at the top dose activity, negative = inhibition, most hits filed as inhibitors. 280,000 compounds, 0.39% hits. AID 1468; note: nearly all actives have a fitted effect of over 55% in size
#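 Compound effects on tau fibrillization are measured by Alexa 594 fluorescence polarization (ex 555, em 632 nm). K18 P301L tau is used at 15 uM with 0.24 uM labeled tracer, and 20 uM heparin induces aggregation over 6 hr at 37 C.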
# * marks the source's active call; other numbers are inactive results; ? = inconclusive; · = no result given; [ ] = remark or other dose. Unless noted, calls come from the whole dose curve; as a rule, active = well fitted curve in the direction sought with a large enough effect; inconclusive = small, poorly fitted or top-dose-only effect, or another doubt; inactive = no such curve, though single readings can be large; an effect the other way counts as inactive or inconclusive. Unless noted, % is set by controls: 0 for no effect and ±100 for the full control effect; potency is the fitted concentration of half-maximal effect.
SMILES,L3MBTL1 inh,ALDH1A1 inh,TRb SRC2 PPI,Tau fluor counter,TR SRC2 fluor cs,GLA spleen mod,Tau ThT inhib,Tau fibril FP
O=C(C1CC1)N(Cc1ccco1)c1nc(-c2ccccc2)cs1,·,6.3µM*,-6%,-17%,-2%,10%,?,-4%
O=[N+]([O-])c1ccccc1/C=C/C=N/n1c(-c2ccccc2F)n[nH]c1=S,?,·,-5%,?,-1%,4%,?,-4%
Cc1ccsc1C1C=C(c2cccc(Br)c2)Nc2ncnn21 (stereo unspecified),6%,-7%,3%,-3%,0%,4%,-7%,-3%
O=C1c2ccccc2C(=O)N1CCC1=CCCCC1,·,-15%,6%,-18%,1%,-8%,-15%,0%
CCCc1cc(=O)[nH]c(SCC(N)=O)n1,·,?,4%,-5%,-2%,-2%,-11%,-1%
C=CCn1c(O)c(N=Nc2ccccc2C)c2ccccc21,-1%,2.8µM*,8%,-15%,-2%,2%,?,-17%
CS(=O)(=O)N1CCC(C(=O)N2CCN(Cc3ccccc3)CC2)CC1,·,?,-12%,1%,1%,3%,-2%,5%
CCOC(=O)c1ccc(NC(=O)C2CCCN(S(=O)(=O)c3cnc[nH]3)C2)cc1 (stereo unspecified),·,-12%,-9%,0%,-1%,2%,0%,0%
O=C(CN1C(=O)c2ccccc2C1=O)Nc1ccccc1N1CCOCC1,-4%,-2%,3%,-10%,-7%,2%,-7%,-6%
O=C(CCn1cnc2onc(-c3ccc(F)cc3)c2c1=O)Nc1ccc(F)c(Cl)c1,·,·,-3%,?,1%,·,18%,28µM*
COc1ccc(OC)c2c(N3CC(C)OC(C)C3)cc(C(F)(F)F)nc12 (stereo unspecified),3%,2%,-2%,-2%,-1%,4%,7%,4%
CCC(=O)Nc1ccc2nc(SCc3ccccc3)sc2c1,·,·,7%,?,-6%,·,-13%,?
CCCCC(=O)N1CCN(c2nc3c(C)c(C)ccc3s2)CC1,·,·,0%,-14%,0%,·,?,-4%
CC12CCCc3c(O)cc(=O)n(c31)-c1ccccc12 (stereo unspecified),13%,-2%,3%,6%,-1%,-2%,3%,-1%
CC(C(=O)N1c2ccc(F)cc2CCC1C)N1C(=O)c2ccccc2C1=O (stereo unspecified),-14%,?,-16%,6%,1%,9%,2%,5%
CCCCOc1c(Cl)cc(C(=O)N(Cc2ccc(C)o2)C2CCS(=O)(=O)C2)cc1Cl (stereo unspecified),·,·,5%,-11%,-1%,·,?,7%
COc1cc2c(cc1OC)C(c1cccs1)N(C(=O)c1cccc(S(=O)(=O)N(C)C)c1)CC2 (stereo unspecified),-4%,·,4%,-23%,-1%,3%,-18%,2%
COc1ccc(N=c2scc(-c3ccc(OC)cc3)n2CCO)cc1,-27%,-14%,4%,?,-2%,3%,?,11%
O=C(NCCCN1CCOCC1)c1ccccc1NS(=O)(=O)c1ccc(Br)cc1,5%,7%,-4%,1%,7%,0%,2%,0%
CC(Nc1c([N+](=O)[O-])c(=O)oc2ccccc12)C(Cl)c1ccccc1 (stereo unspecified),3%,?,2%,-18%,0%,5%,?,-9%

# Copied from the list.
# CS(=O)(=O)N1CCC(C(=O)N2CCN(Cc3ccccc3)CC2)CC1 in Tau ThT inhib = -2%
# CCCCC(=O)N1CCN(c2nc3c(C)c(C)ccc3s2)CC1 in Tau fibril FP = -4%

# Reprinted at random: two records from the list, in no set order.
SMILES,L3MBTL1 inh,ALDH1A1 inh,TRb SRC2 PPI,Tau fluor counter,TR SRC2 fluor cs,GLA spleen mod,Tau ThT inhib,Tau fibril FP
CCC(=O)Nc1ccc2nc(SCc3ccccc3)sc2c1,·,·,7%,?,-6%,·,-13%,?
CC(Nc1c([N+](=O)[O-])c(=O)oc2ccccc12)C(Cl)c1ccccc1 (stereo unspecified),3%,?,2%,-18%,0%,5%,?,-9%

# Arranged by number of heavy atoms (largest number first): three of the compounds above.
SMILES,L3MBTL1 inh,ALDH1A1 inh,TRb SRC2 PPI,Tau fluor counter,TR SRC2 fluor cs,GLA spleen mod,Tau ThT inhib,Tau fibril FP
CC(Nc1c([N+](=O)[O-])c(=O)oc2ccccc12)C(Cl)c1ccccc1 (stereo unspecified),3%,?,2%,-18%,0%,5%,?,-9%
O=C(C1CC1)N(Cc1ccco1)c1nc(-c2ccccc2)cs1,·,6.3µM*,-6%,-17%,-2%,10%,?,-4%
C=CCn1c(O)c(N=Nc2ccccc2C)c2ccccc21,-1%,2.8µM*,8%,-15%,-2%,2%,?,-17%

# Part of the list above with just Tau ThT inhib.
molecule | Tau ThT inhib
O=C(CN1C(=O)c2ccccc2C1=O)Nc1ccccc1N1CCOCC1 | -7%
CCC(=O)Nc1ccc2nc(SCc3ccccc3)sc2c1 | -13%

# (cont.)
SMILES,L3MBTL1 inh,ALDH1A1 inh,TRb SRC2 PPI,Tau fluor counter,TR SRC2 fluor cs,GLA spleen mod,Tau ThT inhib,Tau fibril FP
Clc1ncccc1-c1nnn(-c2ccccc2)n1,17%,1%,-3%,-12%,1%,5%,?,-3%
CC(Oc1ccccc1)C(=O)Nc1cccc([N+](=O)[O-])c1 (stereo unspecified),-12%,0%,4%[53 µM],-16%,-2%[53 µM],-5%,-6%,-5%
COc1ccc(O)c(-c2cc(-c3cccs3)[nH]n2)c1,-19%,?,-9%,?,-5%,6%,?,10%
CCOC(=O)c1ccccc1NC(=O)N1CCCn2nc(C)cc21,·,·,2%,-12%,2%,·,-7%,-8%
O=C(CCc1nc2ccccc2c(=O)[nH]1)OCC(=O)c1ccc(C2CCCCC2)cc1,-6%,3%,-3%,-4%,-2%,-4%,?,-1%
COc1cccc(/C(O)=C2/C(=O)C(=O)N(CCN(C)C)C2c2ccc(Br)cc2)c1 (stereo unspecified),-2%,2%,1%,-3%,-2%,-10%,-5%,1%
C[N+]1(Cc2ccccc2)CCC(C(=O)OCC2CCCC2)CC1 (stereo unspecified),·,2%,-3%,5%,0%,-13%,5%,-2%
CCCOc1ccc(-c2nnc(-c3ccncc3)o2)cc1,-6%,?,-1%,-4%,-3%,4%,-18%,1%
Cc1c(C(=O)N2CCC(Cc3ccccc3)CC2)cccc1[N+](=O)[O-],4%,0%,-5%,9%,-5%,4%,1%,-5%
CCN(CC)C(=O)c1cc(Cl)ccc1NC(=O)c1ccco1,·,·,-8%,-12%,-6%,4%,-7%,-13%
COc1ccc(S(=O)(=O)N(C)CC(=O)NCCC2=CCCCC2)cc1OC,·,?,1%,-7%,2%,3%,-10%,-1%
Cc1ccc2c(c1)c1nnc(SCC(=O)Nc3ccccc3C(F)(F)F)nc1n2CC(=O)O,5%,-11%,3%,1%,1%,2%,-2%,4%
Cc1ccc2cc(C=C(C#N)C#N)c(N3CCCCC3)nc2c1,7%,7.9µM*,5%,-17%,1%,3%,25µM*,?
CC(=O)Nc1cccc(NC(=O)c2cc(-c3cccnc3)nc3ccc(Cl)cc23)c1,-1%,-1%,-2%,-30%,0%,-2%,?,?
CC(C)CN(C(=O)CN1CCN(c2ccc([N+](=O)[O-])cc2)CC1)c1c(N)n(CC(C)C)c(=O)[nH]c1=O,0%,?,2%,-5%,0%,8%,?,-5%
COc1ccccc1NS(=O)(=O)c1cc(NC(C)=O)ccc1N1CCCCC1,-11%,8.9µM*,4%,?,-3%,1%,-2%,-12%
O=Cc1cccn1-c1ncc(Br)cn1,-5%,?,2%,9%,-6%,4%,1%,4%
CCn1ccnc1CN1CCCC(C(=O)c2ccc3cc(OC)ccc3c2)C1 (stereo unspecified),-19%,?,-7%,-15%,-1%,3%,-16%,-4%
Cc1c(C(=O)O)sc2ncnc(N3CCCCC3C)c12 (stereo unspecified),3%[11.4 µM],2%,4%,15%,-6%,6%,7%,11%
CC(C)(C)Nc1nc(N)nc(Cl)n1,18%,5%,1%,1%,-2%,-11%,-3%,10%
CCOc1ccccc1CNC(=O)Cc1ccc(NC(=O)N2CCCCc3ccccc32)cc1,·,·,-6%,9%,1%,·,-4%,0%
O=C(NNC(=O)C1CCN(S(=O)(=O)c2ccc(Cl)cc2)CC1)c1ccc(Cl)cc1,5%,1%,-6%,-2%,-6%,-3%,7%,1%
CCCCOC(=O)Cn1c(=O)oc2ccc(C)cc21,18%,-11%,-7%,0%,0%,6%,-6%,7%
C=CCNC(=O)c1cc(Cl)ccc1[N+](=O)[O-],3%,6%,5%,17%,-1%,-9%,11%,-1%
COC(=O)c1ccc(-n2cncn2)c(F)c1,2%,0%,11%,-9%,-4%,-7%,-12%,-3%
Cc1ccc(C)c(NC2=NS(=O)(=O)c3ccccc32)c1,·,15%,7%,12%,-2%,7%,0%,4%
CCOc1ccc(C(=O)O)cn1,8%,15%,4%,5%,-1%,4%,0%,?
COc1ccc(-c2nnn(CC(=O)N(CC(=O)NCCC(C)C)c3ccccc3)n2)cc1OC,1%,-3%,-12%,-6%,1%,-7%,-5%,3%
COc1ccc(C(c2sc3nc(C)nn3c2O)N2CCC3(CC2)OCCO3)cc1 (stereo unspecified),2%,?,-8%,-6%,0%,-5%,-9%,-6%
COc1ccccc1NS(=O)(=O)c1cc(NC(=O)CNC(=O)c2cc(C)cc(C)c2)ccc1C,-1%,-14%,3%,-7%,2%,1%,1%,-4%
O=C(O)c1cc2nc(-c3ccccc3)cc(-c3ccccc3)n2n1,-10%,?,-2%,-1%,-3%,-13%,-11%,2%
COc1ccc(S(=O)(=O)N2CCC(C)CC2)cc1Br,18%,12%,-10%,-19%,-3%,4%,-2%,-6%
CCOc1ccccc1CNc1nc2nc(C)cc(C)n2n1,·,·,-9%,6%,-2%,·,9%,2%
O=C1c2cccnc2C(O)N1Cc1ccc(F)cc1 (stereo unspecified),-2%,-5%,-24%,-1%,1%,-5%,0%,9%
C=CCNC(=S)N1CCN(CCNC2=CC(=O)CC(C)(C)C2)CC1,12%,·,0%,-7%,-1%,-7%,-10%,-2%
COc1ccccc1NC(=O)Cn1cnc2c(nnn2-c2ccc(C)cc2)c1=O,0%,8%,4%,-13%,-1%,5%,-1%,-11%
c1ccc(-c2nccc(-c3ccc4c(c3)OCO4)n2)cc1,·,-10%,-1%,?,1%,-1%,?,?
C/C(=N\NC(=O)C(=O)Nc1c(C)n(C)n(-c2ccccc2)c1=O)c1ccncc1,1%,·,4%,-5%,-4%,14%,-5%,-15%
